# High-throughput results as filed in PubChem.
# PPARg SRC-2 ag = PPARgamma-driven SRC-2 recruitment agonism. P37231. PPARgamma LBD-SRC-2 recruitment, biochemical. activation, % at 8 µM. 200,000 compounds, 0.34% hits; in the data active = activation above about 22%;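 also: 0% = vehicle and 100% = reference agonist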
# Target sequence (P37231 whole entry, looked up, the tested form may be a part): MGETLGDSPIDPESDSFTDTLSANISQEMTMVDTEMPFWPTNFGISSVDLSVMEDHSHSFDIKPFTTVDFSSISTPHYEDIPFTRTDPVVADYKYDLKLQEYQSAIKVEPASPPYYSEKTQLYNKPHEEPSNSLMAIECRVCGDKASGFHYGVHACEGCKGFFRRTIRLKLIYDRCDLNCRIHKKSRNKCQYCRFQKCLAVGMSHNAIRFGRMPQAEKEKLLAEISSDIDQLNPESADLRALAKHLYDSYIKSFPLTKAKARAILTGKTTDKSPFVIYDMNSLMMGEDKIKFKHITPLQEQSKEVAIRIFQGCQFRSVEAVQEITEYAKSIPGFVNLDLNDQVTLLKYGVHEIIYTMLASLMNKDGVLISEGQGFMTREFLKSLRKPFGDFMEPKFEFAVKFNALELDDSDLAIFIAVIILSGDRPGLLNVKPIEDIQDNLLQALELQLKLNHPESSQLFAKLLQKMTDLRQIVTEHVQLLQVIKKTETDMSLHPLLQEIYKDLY
# S1P3 antagonist = antagonists of human S1P3 receptor; Q99500; CHO S1P3 NFAT-BLA reporter, FRET fluorescence, antagonist mode; inhibition, % at 4.98 µM; 170,000 compounds, 0.27% hits; AID 485;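 active = inhibition above the plate cutoff, the mean inhibition of test wells on that plate plus 3 SD, cut at about 28% in these data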;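 also: cells challenged with S1P at its EC80 of 0.8 µM; blue over green emission ratio from cleaved BLA substrate after 4 h stimulation; 0% = S1P-stimulated wells and 100% = unstimulated DMSO-only wells; some compounds past the cut are filed as inactive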
# ROMK mod = human ROMK K+ channel modulation, primary screen; B-score at 10 µM; Tet-inducible ROMK, thallium flux fluorescence; actives lie on both sides; 130,000 compounds, 2% hits;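 active = signal ratio slope over the read window, or its plate-corrected B-score, at least 3 SD from the plate mean, either direction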;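 also: B-score of the F/F0 ratio slope over 7 to 12 s after thallium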
# Target sequence (P48048 whole entry, looked up): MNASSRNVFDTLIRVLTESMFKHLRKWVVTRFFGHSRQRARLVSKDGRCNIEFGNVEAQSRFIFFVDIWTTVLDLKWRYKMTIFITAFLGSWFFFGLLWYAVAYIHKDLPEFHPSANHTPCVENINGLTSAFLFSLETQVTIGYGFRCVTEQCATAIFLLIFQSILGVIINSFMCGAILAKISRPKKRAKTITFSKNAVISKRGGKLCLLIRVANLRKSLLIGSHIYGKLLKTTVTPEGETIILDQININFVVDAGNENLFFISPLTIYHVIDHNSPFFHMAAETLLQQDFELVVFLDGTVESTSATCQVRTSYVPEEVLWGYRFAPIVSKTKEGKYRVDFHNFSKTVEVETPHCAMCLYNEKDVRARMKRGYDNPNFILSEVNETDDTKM
# TLR4 MyD88 comp = blocks binding of human TLR4 to MyD88; inhibition, % at 8.4 µM; O00206+Q99836; 200,000 compounds, 0.18% hits; HeLa CL3-4 TLR4/MyD88 BLA complementation, FRET ratio; in the data active = inhibition above about 25%;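 also: 0% = vehicle and 100% = reference inhibitor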
# TR-FRET SRC-2 ct = counter-screen for PPARgamma SRC-2 recruitment agonists: TR-FRET artefact; hits give high values; TR-FRET ratio at 8 µM; 200,000 compounds, 0.4% hits; AID 1049; in the data active = TR-FRET ratio above about 2000; also: inactives centre near 1500; reference of the scale not given here
# bIAP act = intestinal alkaline phosphatase (bovine) activation; purified bovine IAP, CDP-star luminescence, 30 min; hits give high values; fold of DMSO-control signal, blank-subtracted; activation factor at 20 µM; 200,000 compounds, 0.17% hits; AID 1016;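 active = activation factor of 2 or more at 20 µM, a signal rise over negative controls twice the positive control's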
# PPARg SRC1 recr = agonists of human PPARgamma SRC-1 coactivator recruitment. P37231. PPARgamma-SRC-1 coactivator recruitment biochemical assay. activation, % at 8 µM. 200,000 compounds, 0.41% hits; in the data active = activation above about 19%;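 also: 0% = DMSO and 100% = reference agonist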
# bIAP inhibitor = intestinal alkaline phosphatase (bovine) inhibition; purified bovine IAP, CDP-star luminescence, 30 min; inhibition, % at 20 µM; 190,000 tested, under 10 active; AID 1019;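 active = over 50% inhibition of intestinal alkaline phosphatase at 20 µM in the single-dose screen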
#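 Assay system – bovine IAP enzyme · Quantity – bovine IAP at 1/65,000,000 final dilution · Detection – CDP-star luminescence signal · Times – 30 min reaction at room temperature · Also added – CDP-star substrate at 30 µM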
# PPARg SRC3 recr = agonists of human PPARgamma SRC-3 coactivator recruitment; 200,000 compounds, 0.26% hits; biochemical PPARgamma/SRC-3 coactivator recruitment assay; AID 731; activation, % at 8 µM; in the data active = activation above about 23%;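 also: 0% = DMSO and 100% = reference agonist; some compounds past the cut are filed as inactive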
# L major viab = Leishmania major promastigote growth inhibition; Leishmania major promastigotes, resazurin fluorescence viability; inhibition, % at 10 µM; 200,000 compounds, 9% hits; AID 1063; in the data active = inhibition above about 50%;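 also: promastigotes grown with compound for 44 hours at 28 °C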
# Redox H2O2 prof = compounds producing H2O2 with reducing agent – biochemical, NIH compound library profiling, artefact control for MLSCN library redox annotation, primary screen | activation, % at 10 µM | 200,000 compounds, 0.03% hits | DTT-dependent redox cycling H2O2, phenol red/HRP absorbance; 100% = 100 µM peroxide control, 0% = buffer;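 active = activation of at least 50% relative to the plate's high and low controls in the primary single-dose screen; inactive = activation below 50%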;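 also: compound incubated with DTT at 0.8 mM final as the reducing agent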
# Starred values were filed as active, the others as inactive; x = no result given.
SMILES,PPARg SRC-2 ag,S1P3 antagonist,ROMK mod,TLR4 MyD88 comp,TR-FRET SRC-2 ct,bIAP act,PPARg SRC1 recr,bIAP inhibitor,PPARg SRC3 recr,L major viab,Redox H2O2 prof
Cc1cc(C)nc(N2CCN(c3nc(C)cc(C)n3)CC2)n1,0,-2,x,0,1572,0.9,2,7,-8,-9,2.1
COc1ccc(NC(=O)c2sccc2-n2cccc2)cc1,4,3,-0.17,-22,1617,0.9,9,11,0,7,-0.9
CC1CCC(C(C)C)C(OC(=O)CSc2nc(N)cc(=O)[nH]2)C1 (stereo not drawn),1,x,x,1,1593,1,6,4,3,-4,2.2
COCCN(C(=O)CCC(=O)Nc1cc(C)on1)C(C(=O)NC1CCCC1)c1ccccc1C (stereo not drawn),-3,-21,0.028,7,1517,1.1,-1,-8,-4,-6,-0.7
O=C(c1nn2c(C(F)(F)F)cc(-c3ccccc3)nc2c1Cl)N1CCOCC1,-1,-3,-0.18,-2,1447,1,-2,-1,5,0,0.3
CCN1C(=O)c2cccc3c(S(=O)(=O)Nc4c(C)n(C)n(-c5ccccc5)c4=O)ccc1c23,1,-4,-0.22,5,1560,0.9,-4,7,-8,-1,0.6
Cc1ccc(-n2c(SCC(=O)NCc3ccco3)nc3nc4c(cc3c2=O)COC(C)(C)C4)cc1,-5,x,-0.21,-4,1624,1,2,-5,3,-8,0.3
CCOC(=O)/C=C1\NC(C)(C)Cc2cc(OC)c(O)cc21,2,-10,-1.2,0,1605,0.9,2,10,0,7,2.5
O=C(CN1C(=O)C2CC=C(Cl)CC2C1=O)N1CCOCC1 (stereo not drawn),3,-14,0.86,4,1701,0.8,2,25,10,-7,-0.7
CCC(=O)Nc1ccc(Cl)c(NC(=O)c2ccc(Br)o2)c1,1,-4,1.1,7,1554,1.1,5,-5,5,-2,0.6
Nc1nn2c(C(F)(F)F)cc(=O)[nH]c2c1N=Nc1cccc(F)c1,15,-30,2,7,1572,1.2,7,-21,4,-2,-1.8
Cc1ccccc1OCc1nc(-c2ccc(NC(=O)c3cccs3)cc2)no1,-3,-9,-1,-5,1591,1.1,-3,-7,-1,71*,0.7
Cc1cc(C(=O)CN2CCC(C)CC2)c(C)n1-c1ccc(F)cc1,6,-6,x,3,1593,0.8,9,24,3,91*,-0.1
CCCCCNC(=O)C1CC=CCC1C(=O)O (stereo not drawn),6,x,1.1,16,1400,1,-2,4,1,-10,0.3
CCCCNC(=O)c1onc(CSc2ccccc2F)c1C(=O)O,4,x,1.2,-4,1522,0.9,6,14,15,-9,-10
COC(=O)/C(C#N)=C/c1c[nH]c2ccccc12,-6,6,0.72,4,1589,0.6,2,35,3,1,-0.9
Nc1ccc(C(=O)c2ccccc2C(=O)O)cc1Cl,9,-6,0.52,7,1535,1,-9,0,-1,-4,0.3
O=C(Nc1ccc2c(c1)oc1ccccc12)N1CCOCC1,-2,18,x,10,1268,1.1,-4,-5,-10,-5,2.5
Cc1ccsc1C(=O)N/N=C/c1ccc2c(c1)OCO2,-5,13,x,4,1543,0.9,0,8,0,-2,0.7
O=C(NC1CCCCC1)C(c1ccc2ncccc2c1)N(Cc1ccccc1)C(=O)c1cccs1 (stereo not drawn),0,x,x,-4,1407,0.9,-6,10,7,37,3.1
c1ccc(CCc2nc(-c3ccc(-n4cccc4)cc3)no2)cc1,7,x,x,-14,1776,0.7,2,27,13,-3,-3.4
CC1CCc2sc3nc(N4CCN(CCO)CC4)n4ncnc4c3c2C1 (stereo not drawn),14,x,x,-5,1447,1.1,-6,-15,-3,0,0.0
CC(C)(C)c1ccc(/C=C/C(=O)Nc2ncccn2)cc1,2,-7,x,-7,1400,1,4,-2,0,9,0.0
COc1cccc2c1OCC/C2=N\NC(=O)COc1ccccc1C,7,9,x,-18,1561,0.9,-1,8,0,15,0.2
CCC(C)NC(=O)CSc1nnc(-c2cc(-c3cccs3)nc3ccccc23)o1 (stereo not drawn),0,x,-0.021,3,1437,1,2,4,1,24,0.1
COC(=O)c1cc(C#N)c(NCc2ccccc2)nc1C,2,x,-0.15,-11,1493,0.9,-3,5,3,-5,0.7
C=CCn1c(SCc2csc(-c3ccc(Cl)cc3)n2)nnc1-c1ccccc1OC,-3,-8,x,5,1746,0,3,x,3,70*,1.0
CCOc1ccc(-n2c(SC(C)C(=O)OC)nc3c(c2=O)SCC3)cc1 (stereo not drawn),-6,x,0.055,-10,1428,x,-1,x,8,3,-0.3
O=C(NCc1ccccn1)C(=O)NCC(c1ccco1)N1CCN(c2ccc(F)cc2)CC1 (stereo not drawn),2,-13,-0.088,8,1366,1.2,8,-22,-1,-7,0.1
Cc1ccc(S(=O)(=O)n2nc(-c3ccc(Cl)cc3)nc2NCc2ccco2)cc1,4,32,0.059,2,1669,0.6,-1,45,0,2,-2.3
Cc1cc(C(=O)Nc2nc3ccc(S(C)(=O)=O)cc3s2)c(C)o1,8,-9,x,1,1519,0.9,3,6,-3,10,0.5
O=C(CSc1nnc(-c2ccccc2)n1-c1ccccc1)c1cccs1,-2,x,0.42,6,1618,0.8,2,16,7,-3,2.8
Cc1cc(C)c(S(C)(=O)=O)c(S(=O)(=O)c2ccc(Cl)cc2)n1,6,x,x,-3,1414,0.9,1,8,4,-4,1.1
COc1cc(C2C3=C(CCCC3=O)Nc3[nH]n(-c4ccccc4)c(=O)c32)ccc1O (stereo not drawn),8,x,x,-5,1709,1,6,-4,3,-9,-3.8
O=C1C=C(N(CCO)CCO)C2(CCCCC2)O1,0,-11,x,4,1405,0.9,-2,10,0,-5,-0.7
CC(C)COn1c(=S)[nH]c2ccccc2c1=O,1,x,x,-1,1798,1,2,1,1,-4,-0.4
COc1ccc(NC(=O)C(c2ccc(C)cc2)N(C)C(=O)CNC(C)=O)cc1 (stereo not drawn),6,x,1.2,3,1410,0.9,1,7,-8,-4,0.1
COc1ccc(-n2c(C)nn(CCOc3ccccc3)c2=O)cc1,1,0,-0.36,-4,1379,1,-7,-5,-1,42,0.1
COc1ccc(CCN(C)CCN2C(=O)c3ccccc3C2=O)cc1OC,12,18,x,4,1637,1,-4,0,4,-3,-0.4
CCCn1cnc2c(N)c(C)c(C)cc21,1,x,x,-1,1624,0.9,3,6,4,2,1.6
Cc1nc(C(=O)NC(C)C)nn1-c1cc(Cl)cc(Cl)c1,-3,-4,1,5,1611,1,3,4,6,4,-0.2
O=C1CC(c2ccc(S(=O)(=O)N3CCN(c4ccccc4)CC3)cc2)CN1 (stereo not drawn),3,10,-0.0095,-5,1446,0.9,0,12,6,-7,1.5
Cc1ccc(C(=O)NCCc2csc(C)n2)cc1,4,x,x,3,1802,0.9,3,7,2,-9,0.1
CC(c1ccccc1)C1CC(=O)N(CC(=O)O)C1=O (stereo not drawn),-2,-38,-0.64,0,1463,1,-2,0,4,-2,0.5
COCCNc1oc(-c2cccs2)nc1S(=O)(=O)c1ccc(C)cc1,-4,9,-0.0034,8,1626,1.2,4,-23,5,5,-0.1
O=C(COC(=O)CSCC(=O)N1CCCCC1)Nc1ccc(Cl)cc1,-4,-19,x,-2,1550,0.9,-2,10,-5,-1,-1.8
CCCCC(=O)Nc1ccc(C(=O)NNC(=S)NC(=O)c2ccccc2[N+](=O)[O-])cc1,3,-3,-0.98,10,1511,1.9,6,-90,2,-7,-0.4
O=C(CN1CCCC1)Nc1ccc2c(c1)CCC2,-3,-6,1,-2,1499,1.2,4,-20,-3,-1,-2.0
O=C(NNC(=O)c1cccc2ccccc12)c1ccco1,7,x,-1.3,2,1705,1.2,-4,-21,4,-3,-3.6
CCOc1cc(-c2noc(CCCC(N)=O)n2)cc(Br)c1OC,-8,-10,0.53,-7,1464,1,-5,0,-3,-1,-2.0
Cc1ccccc1C(=O)NC1CCN(CC(=O)Nc2ccc3c(c2)OCO3)CC1,6,-15,-0.045,-1,1491,0.9,9,8,4,49,-0.8
Cc1ccc(CNC(=O)COc2ccc(C)nc2[N+](=O)[O-])cc1,7,3,-0.37,-19,1678,1,9,4,-4,-3,-0.4
Cc1cccc(C)c1NC(=O)CC(NCCc1ccccc1)C(=O)O (stereo not drawn),-1,2,1.9,-11,1408,1.3,-2,-25,-4,-9,-0.1

# Rewritten bar-delimited: entries from further up.
canonical_smiles | PPARg SRC-2 ag | S1P3 antagonist | ROMK mod | TLR4 MyD88 comp | TR-FRET SRC-2 ct | bIAP act | PPARg SRC1 recr | bIAP inhibitor | PPARg SRC3 recr | L major viab | Redox H2O2 prof
Cc1cc(C(=O)CN2CCC(C)CC2)c(C)n1-c1ccc(F)cc1 | 6 | -6 | x | 3 | 1593 | 0.8 | 9 | 24 | 3 | 91* | -0.1
CCCCCNC(=O)C1CC=CCC1C(=O)O (stereo not drawn) | 6 | x | 1.1 | 16 | 1400 | 1 | -2 | 4 | 1 | -10 | 0.3
CCCCNC(=O)c1onc(CSc2ccccc2F)c1C(=O)O | 4 | x | 1.2 | -4 | 1522 | 0.9 | 6 | 14 | 15 | -9 | -10
COC(=O)/C(C#N)=C/c1c[nH]c2ccccc12 | -6 | 6 | 0.72 | 4 | 1589 | 0.6 | 2 | 35 | 3 | 1 | -0.9
Nc1ccc(C(=O)c2ccccc2C(=O)O)cc1Cl | 9 | -6 | 0.52 | 7 | 1535 | 1 | -9 | 0 | -1 | -4 | 0.3
O=C(Nc1ccc2c(c1)oc1ccccc12)N1CCOCC1 | -2 | 18 | x | 10 | 1268 | 1.1 | -4 | -5 | -10 | -5 | 2.5
Cc1ccsc1C(=O)N/N=C/c1ccc2c(c1)OCO2 | -5 | 13 | x | 4 | 1543 | 0.9 | 0 | 8 | 0 | -2 | 0.7
O=C(NC1CCCCC1)C(c1ccc2ncccc2c1)N(Cc1ccccc1)C(=O)c1cccs1 (stereo not drawn) | 0 | x | x | -4 | 1407 | 0.9 | -6 | 10 | 7 | 37 | 3.1
c1ccc(CCc2nc(-c3ccc(-n4cccc4)cc3)no2)cc1 | 7 | x | x | -14 | 1776 | 0.7 | 2 | 27 | 13 | -3 | -3.4
CC1CCc2sc3nc(N4CCN(CCO)CC4)n4ncnc4c3c2C1 (stereo not drawn) | 14 | x | x | -5 | 1447 | 1.1 | -6 | -15 | -3 | 0 | 0.0
CC(C)(C)c1ccc(/C=C/C(=O)Nc2ncccn2)cc1 | 2 | -7 | x | -7 | 1400 | 1 | 4 | -2 | 0 | 9 | 0.0
COc1cccc2c1OCC/C2=N\NC(=O)COc1ccccc1C | 7 | 9 | x | -18 | 1561 | 0.9 | -1 | 8 | 0 | 15 | 0.2
